# High-throughput results from PubChem BioAssay.
# aSyn yeast inh = alpha-synuclein toxicity inhibition in yeast. AID 652106. Potency, µM (series often up to 46.1 µM), for the others: at the highest dose growth rescue (activation), actives largely listed as activators. Yeast expressing alpha-synuclein, growth rescue, BacTiter-Glo, 24 h. actives 0.14% (n = 370,000); also: potency is read from the fitted curve at half-maximal effect; % of control where 0% means no effect; nearly all actives have a fitted effect of over 65% in size
#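 Readout is rescue of growth in alpha-synuclein-expressing yeast, so inhibitors of toxicity appear as activators. Growth after 24 hr at 30 deg C in galactose medium is quantified by luminescence.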
# FUS suppressor = suppressors of FUS proteinopathy in yeast. Potency, µM (series often up to 76.6 µM), inactives show top-dose growth rescue (activation), actives largely listed as activators. actives 0.24% (n = 390,000). S. cerevisiae FUS-expressing, growth rescue, OD600, 24 h;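 also: potency is read from the fitted curve at half-maximal effect; plate controls were DMSO vehicle for no effect and reference control for full effect; nearly all actives have a fitted effect of over 55% in size; some results filed as inactive show a strong effect at the top dose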
#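 S. cerevisiae expressing FUS from galactose induction served as the toxicity model. Growth after 24hr at 30C, read as absorbance at 600 nm, indicates suppression of toxicity; compounds dosed at several concentrations.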
# EPAC1 agonist = activates human EPAC1 exchange factor | O95398 | EPAC1 agonist qHTS, biochemical assay; response scale: 100% = response to 6.5 mM cAMP | Potency, µM (top dose mostly 154 µM), without a hit: top-dose activation, usual class: activators | actives 0.073% (n = 360,000); also: potency is read from the fitted curve at half-maximal effect; nearly all actives have a fitted effect of over 60% in size
# Target sequence (O95398 whole entry, looked up): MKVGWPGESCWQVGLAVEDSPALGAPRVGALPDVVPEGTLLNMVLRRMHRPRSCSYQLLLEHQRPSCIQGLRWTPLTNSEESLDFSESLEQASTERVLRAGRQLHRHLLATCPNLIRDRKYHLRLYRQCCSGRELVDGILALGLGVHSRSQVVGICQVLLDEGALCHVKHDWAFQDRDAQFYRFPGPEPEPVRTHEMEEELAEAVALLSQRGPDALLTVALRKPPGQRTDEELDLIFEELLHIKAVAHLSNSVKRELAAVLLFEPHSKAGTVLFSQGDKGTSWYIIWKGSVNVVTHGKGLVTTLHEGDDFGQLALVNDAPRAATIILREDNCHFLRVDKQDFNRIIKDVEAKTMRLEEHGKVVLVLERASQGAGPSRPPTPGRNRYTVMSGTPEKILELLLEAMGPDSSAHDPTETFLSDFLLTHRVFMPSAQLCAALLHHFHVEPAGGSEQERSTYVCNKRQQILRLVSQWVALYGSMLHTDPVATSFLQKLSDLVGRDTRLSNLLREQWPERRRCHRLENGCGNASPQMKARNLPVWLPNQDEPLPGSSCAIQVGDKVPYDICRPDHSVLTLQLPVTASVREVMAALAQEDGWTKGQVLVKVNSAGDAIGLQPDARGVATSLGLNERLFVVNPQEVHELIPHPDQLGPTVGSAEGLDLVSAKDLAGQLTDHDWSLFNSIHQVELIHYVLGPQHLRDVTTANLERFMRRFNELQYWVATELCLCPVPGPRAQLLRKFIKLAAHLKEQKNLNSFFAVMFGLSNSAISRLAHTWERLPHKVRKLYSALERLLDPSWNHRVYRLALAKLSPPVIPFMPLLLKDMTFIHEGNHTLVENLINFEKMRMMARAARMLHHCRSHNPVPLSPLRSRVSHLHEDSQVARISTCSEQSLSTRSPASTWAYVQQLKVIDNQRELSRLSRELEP
#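 Multi-concentration qHTS readout: loss of Rap1B-bound BODIPY-GDP fluorescence driven by 100 nM EPAC1 with excess GDP (50 uM), monitored kinetically at room temperature; agonist response expressed relative to 6.5 mM cAMP.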
# WRN inhibitor = blocks human WRN helicase; Q14191; WRN helicase unwinding, fluorescent forked duplex, kinetic; Potency, µM (doses to about 114 µM), without a hit: at the top dose activity change, negative = inhibition, hits mostly inhibitors; actives 0.46% (n = 360,000); AID 651768; also: potency is read from the fitted curve at half-maximal effect; % is scaled to controls: 0 for no effect and ±100 for the full control effect; nearly all actives have a fitted effect of over 55% in size
#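 Kinetic fluorescence helicase assay: unwinding of a quenched forked DNA duplex (100 nM final) with 2 mM ATP final raises red fluorescence (525/598 nm). Compounds sat 15 min at room temperature with 20 nM WRN beforehand.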
# PI5P4Ka inh = inhibitors of human PI5P4K alpha; P48426; PI5P4Kalpha enzyme, ADP-Glo luminescence, 60 min; hits give low values; max response, %; actives 1.2% (n = 330,000); AID 652105; active = max response of -50% or lower; inconclusive = between -30% and -50%; inactive = -30% or higher; also: value at the top dose of about 77 µM; % is scaled to controls: 0 for no effect and ±100 for the full control effect
#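 Controls without substrate or without enzyme flank wells where PI5P4Kalpha converts substrate using 5 microM ATP (final). Incubation lasts 60 minutes at room temperature; ADP formed is read by ADP-Glo luminescence.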
# IL-2 act = activates IL-2 in a cell-based reporter assay; IL-2 activation reporter assay, cell-based qHTS; stimulated with anti-CD3/CD4/CD28 beads; in transgenic mouse T cells; activation, % (series mostly up to about 46 µM); actives 0.065% (n = 360,000); AID 652025; in the data active = activation above about 50%; inconclusive = mostly about 30% to 49%; also: 0% is about no effect
#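 EGFP and DsRed fluorescence is measured by plate cytometry in unstimulated transgenic mouse T cells exposed to compound for 60 minutes, then stimulated 18 hours at 37 degrees C with anti-CD3/anti-CD4 beads plus anti-CD28.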
# EPAC1 antagonist = EPAC1 (human) antagonism | O95398 | EPAC1 GEF assay, Rap1b-BODIPY-GDP exchange fluorescence | Potency, µM (titrated, usually from 115 µM), inactives show at the top dose activity change, negative = inhibition, hits mostly inhibitors | actives 0.14% (n = 360,000);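 also: potency is read from the fitted curve at half-maximal effect; plate controls were vehicle for no effect and positive control for full effect; nearly all actives have a fitted effect of over 50% in size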
# PLK1 PBD inh = PLK1 (human) polo-box domain binding inhibition; Plk1 PBD binding of FITC phosphopeptide, fluorescence polarization; P53350; AID 720504; actives 2.8% (n = 360,000); Potency, µM, for the others: max response, negative = inhibition, actives largely listed as inhibitors; also: potency is read from the fitted curve at half-maximal effect; series mostly up to about 57 µM; % is scaled to controls: 0 for no effect and ±100 for the full control effect; nearly all actives have a fitted effect of over 65% in size
# Abeta yeast res = restores growth of yeast expressing A-beta42 peptide. yeast expressing A-beta42, growth rescue, OD600, 48 h; response scale: 0% DMSO, 100% iron-clioquinol control. Potency, µM (doses to about 46.1 µM), for inactives: top-dose growth rescue, actives largely listed as activators. actives 0.063% (n = 410,000); also: potency is read from the fitted curve at half-maximal effect; nearly all actives have a fitted effect of over 55% in size
#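 Yeast growth medium received pinned compounds, then yeast cells expressing toxic A-beta were added; plates incubated at 30 C for 48 hr. Growth read as absorbance at 600 nm, normalized to DMSO and equimolar FeCl3 plus clioquinol controls.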
# * = called active by the depositor; ? = inconclusive; nt = not tested or not shown; [ ] = dose if it differs, or a comment. Unless noted, calls follow the shape of the dose curve; as a rule, active = well fitted curve in the direction sought with a large enough effect; inconclusive = small, poorly fitted or top-dose-only effect, or another doubt; inactive = no such curve, though single readings can be large; an effect the other way counts as inactive or inconclusive.
SMILES,aSyn yeast inh,FUS suppressor,EPAC1 agonist,WRN inhibitor,PI5P4Ka inh,IL-2 act,EPAC1 antagonist,PLK1 PBD inh,Abeta yeast res
COc1cccc(NC(=O)CN(C)CC(=O)NCc2ccco2)c1,-9%,-10%,0%,5%,-1,0.1,3%,-15%,8%
Cc1cccc(Cn2ccc(NC(=O)c3ccc4c(c3)OCO4)n2)c1,0%,0%,4%,-5%,4,0.4,-45%,-4%,-15%
COc1cc(/C=C(/C#N)c2nc3ccccc3c(=O)[nH]2)ccc1O,-7%,nt,-4%,-31%,-28,-0.3,6%,12%,-14%
CCn1cc([C@@H]2C[C@H]3CN(Cc4cccc(Cl)c4)C(=O)[C@]34CCCN24)c(C)n1,0%,3%,7%,7%,-2,0.2,13%,7%,9%
Cc1[nH]c2ccccc2c1/C=N/NS(=O)(=O)c1ccccc1,7%,11%,3%,-9%,-8,-0.1,?,-5%,-6%
O=C(CSc1nc2ccccc2[nH]1)NCCN1CCCCC1,-10%,-14%,-16%,5%,-3,0.1,18%,-5%,1%
C1CCCN(c2nc3nonc3nc2N2CCCCCC2)CC1,1%,-14%,-1%,10%[57.1 µM],3,1.4,-15%,-11%,-9%
O=C(Nc1ccc(Cl)cc1)c1cccc(OC(=S)N2CCOCC2)c1,3%,nt,4%,-19%,1,-2.0,5%,-2%,2%
COc1cccc2c1OCC(CN1CCN(Cc3ccccc3)C(CCO)C1)=C2 (stereo not drawn),4%,0%,4%,-3%,0,-0.4,-3%,-11%,4%
O=C(CS(=O)(=O)Cc1ccccc1)Nc1nnc(C(F)(F)F)s1,?,34%,-4%,1%,-2,-0.2,8%,-8%,6%
CCCCN(C(=O)Cc1ccc2c(c1)OCCO2)c1c(N)n(CCC)c(=O)[nH]c1=O,-8%,2%,5%,-1%,0,1.7,-15%,-7%,-10%
CC1CC(C)CN(CCCNC(=O)c2ccc(N3CCCC3=O)cc2)C1 (stereo not drawn),-9%,-20%,1%,-1%,9,1.1,-9%,6%,-9%
COc1cc(C(=O)N2CCCc3ccccc32)cc(OC)c1OC,0%,2%,-3%,5%[57.1 µM],-7,-1.7,-8%,-5%,-14%
CC(C)(C)NC(=O)C1CCN(S(=O)(=O)c2ccc(Br)cc2)CC1,-8%,4%,1%,6%,1,-1.0,7%,0%,6%
C/C(=N\NC(=O)CCCC(=O)O)c1c(-c2ccccc2)c2cc(Cl)ccc2[nH]c1=O,-3%,11%,-1%,-1%,2,0.0,-3%,-7%,7%
O=C(NNC(=O)c1ccccc1Br)c1cnccn1,4%,-10%,0%,8%,-4,0.1,3%,-5%,-19%
CCCN1C(=O)c2cc(C(=O)NC3CCCC3)ccc2C1O (stereo not drawn),-5%,-18%,-6%,-2%,-2,0.4,-12%,-22%,3%
CN(CCOc1ccccc1Cl)Cc1ccccc1,4%,2%,-11%,-1%,16,0.9,3%,9%,11%
CCSC1(SCC)N=C(N)C2(C#N)C(c3ccccc3)NC3=C(CCC3)C12C#N (stereo not drawn),2%,15%,11%,-9%,-8,-0.1,4%,-8%,12%
O=C(OCc1cn([C@H]2C[C@H](c3ccccc3)N(C(=O)c3cccs3)C[C@@H]2O)nn1)c1ccccc1,4%,?,4%,-3%,-4,0.2,-3%,-2%,-8%
COc1cccc(NC(=O)COc2nc3ccccc3nc2C)c1,0%,29%,-6%,-22%[57.1 µM],2,0.8,17%,7%,0%
NC(=O)C1=C[C@H](c2ccc(C(F)(F)F)cc2)C[C@H](OCc2ccc(CO)cc2)O1,10%,-2%,-22%,-2%,4,0.2,1%,-1%,5%
CCCCS(=O)CC(O)COCC (stereo not drawn),0%,-5%,1%,0%,nt,-3.0,8%,-8%,5%
CC(C)Cn1c(=O)c(C(=O)NCc2ccc3c(c2)OCO3)c(O)c2ccccc21,7%,-20%,8%,-8%,11,0.5,-15%,-6%,-25%
CC(=O)c1cccc(S(=O)(=O)N2CCC(c3nc4ccccc4[nH]3)CC2)c1,-7%,11%,-3%,9%,-8,-0.5,3%,-12%,-12%
NCc1ccccc1CS(=O)(=O)N1CCOCC1,-2%,-24%,4%,6%,0,0.5,-4%,4%,-11%
O=C(CCC(=O)N/N=C/c1ccccc1O)NCc1ccccc1,-3%,12%,-3%,-25%[57.1 µM],2,4.0,18%,7%,2%
CCC(C)(C)NC(=O)C(c1ccccc1)N(Cc1cccnc1)C(=O)c1csnn1 (stereo not drawn),5%,13%,-5%,8%,nt,2.5,8%,0%,4%
O=C1CC(=Nc2ccccc2)NN1c1ccccc1,12%,13µM*,7%,-14%,-11,-0.2,-2%,-6%,?
O=C(CCCc1cccs1)Nc1nc(-c2ccc(F)cc2)cs1,-5%,-7%,-3%,-4%,5,-4.7,-6%,-9%,3%
COc1ccc(C)cc1NC(=O)C1CCCCN1S(=O)(=O)c1ccccc1 (stereo not drawn),-2%,17%,0%,-6%,4,0.1,-2%,6%,-20%
O=C(CN(Cc1ccccc1)C(=O)CCC(=O)Nc1ccccn1)NCCc1ccccc1,1%,-10%,0%,5%[57.1 µM],0,1.0,10%,2%,-1%
O=c1cc(NS(=O)(=O)c2ccccc2)nc(SCc2ccc(Cl)cc2)[nH]1,2%,nt,10%,-11%,21,2.6,2%,-7%,4%
Cc1noc(C)c1NC(=O)Nc1cccc2c1O[C@H](CN(C)S(=O)(=O)c1c(C)noc1C)[C@@H](C)CN([C@H](C)CO)C2=O,4%,12%,-5%,9%,-5,1.8,2%,-1%,4%
Cc1cc(C)nc(N/C(=N\S(=O)(=O)Cc2ccccc2)Nc2ccc(F)c(Cl)c2)n1,0%,-42%,-10%,-5%,2,-4.3,11%,3%,-7%
O=C(Cn1nnc(-c2ccccc2Cl)n1)N/N=C/c1ccc(-c2cccc(Cl)c2)o1,-11%,nt,3%,3%,10,-2.5,-15%,-15%,0%
NC(c1csc(NC(=O)Nc2ccccc2Cl)n1)C1CCCCC1 (stereo not drawn),1%,7%,1%,-2%,-22,-0.2,2%,-11%,13%
CC1=C(C(=O)OCc2ccccc2)C(c2ccc(C#N)cc2)NC(=O)N1CCCC(=O)O (stereo not drawn),-1%,-4%,-16%,-10%,-90*,1.0,0%,1%,-22%
NC(=O)c1ccc(-c2noc(-c3cccc(Cl)c3)n2)cc1,nt,-15%,1%,nt,nt,0.9,-9%,nt,-6%
CCCn1nc(C(=O)NCc2ccc3c(c2)OCO3)c2ccccc2c1=O,1%,-16%,11%,-4%,0,-2.8,14%,1%,-14%
C=C(C)CN(CC)C(=O)CN1C(=O)NC(C)(c2ccc3ccccc3c2)C1=O (stereo not drawn),5%,21%,-1%,-1%,-3,-2.7,-19%,1%,5%
C=CCNc1nc(NCc2ccco2)nc(OCC)n1,-17%,-16%,-2%,-7%[57.1 µM],-3,-2.6,13%,-2%,?
CCN(CC)c1ccc2cc(C(C)=O)c(=O)oc2c1,-12%,8%,?,-7%[57.1 µM],0,7.2,66%[activator],52%[activator],-2%
C=CCOc1c(Cl)cc(C(=S)N2CCCC2)cc1OCC,1%,10%,1%,-11%,-5,-0.9,-19%,1%,?
CN[C@H]1C[C@H]2c3[nH]c4ccc(-c5cccc(C)c5)cc4c3CCN2C[C@H]1[C@H](C)O,3%,10%,-2%,-4%,6,-3.5,-14%,-7%,-28%
COc1cc(OC)cc(C(=O)NC(=S)Nc2ccc3[nH]c(=O)[nH]c3c2)c1,3%,22%,7%,3%,-12,1.2,6%,-7%,-7%
O=C(NC(=S)Nc1cc([N+](=O)[O-])ccc1O)c1cccnc1,-3%,-33%,2%,1%,?,-1.0,-3%,?,0%
CCCNC(=O)CN(C)C(=O)c1n[nH]c2ccccc12,0%,-2%,1%,3%,4,-2.8,-3%,-2%,-5%
Cc1sc2ncn(CC(=O)NC3CCCCC3)c(=O)c2c1C,5%,-5%,3%,5%,1,0.9,-16%,-16%,-3%
Cc1ccccc1COC(=O)CN1C(=O)NC2(CCCC2)C1=O,0%,-11%,-3%,-1%,4,-2.3,3%,-2%,7%
Cc1nn(CC(=O)N2CCN(c3ccccc3)CC2)c(=O)c2ccccc12,2%,-23%,-5%,8%,3,0.5,0%,-5%,-24%
CC(=O)c1cccc(-c2ccc3c(c2)C(C)(Cc2ccc(S(C)(=O)=O)cc2)C(=O)N3)c1 (stereo not drawn),7%,33%,19%,-2%,-2,-0.5,-6%,2%,-12%
CN1CCN(C(=S)c2cn(Cc3ccc(Br)cc3)c3ccccc23)CC1,5%,-8%,1%,-12%,2,-2.0,-20%,-4%,5%
CC(CCc1ccccc1)NC(=O)CCN1N=C(c2ccccc2)CCC1=O (stereo not drawn),-1%,7%,2%,1%,1,-3.9,-3%,3%,-2%
COc1ccc(C(=O)NNC(=O)c2ccc(S(=O)(=O)N3CCOCC3)cc2)cc1,1%,8%,2%,-1%[57.1 µM],0,-1.3,-12%,-1%,0%

# Filtered by structure: the entries above with fluorine
SMILES,aSyn yeast inh,FUS suppressor,EPAC1 agonist,WRN inhibitor,PI5P4Ka inh,IL-2 act,EPAC1 antagonist,PLK1 PBD inh,Abeta yeast res
O=C(CS(=O)(=O)Cc1ccccc1)Nc1nnc(C(F)(F)F)s1,?,34%,-4%,1%,-2,-0.2,8%,-8%,6%
NC(=O)C1=C[C@H](c2ccc(C(F)(F)F)cc2)C[C@H](OCc2ccc(CO)cc2)O1,10%,-2%,-22%,-2%,4,0.2,1%,-1%,5%
O=C(CCCc1cccs1)Nc1nc(-c2ccc(F)cc2)cs1,-5%,-7%,-3%,-4%,5,-4.7,-6%,-9%,3%
Cc1cc(C)nc(N/C(=N\S(=O)(=O)Cc2ccccc2)Nc2ccc(F)c(Cl)c2)n1,0%,-42%,-10%,-5%,2,-4.3,11%,3%,-7%
